# High-throughput results as filed in PubChem BioAssay.
# SNCA expr inh = SNCA gene expression inhibition; HEK-293 SNCA-luciferase knock-in, luminescence, 24 h; Potency, µM (titrated, usually from 57.2 µM), without a hit: at the highest dose activity change, negative = inhibition, actives largely listed as inhibitors; hit rate 0.17% among 140,000; AID 1671194;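 further: potency means the concentration at half of the fitted maximal effect; plate controls were DMSO cells for no effect and cell-free wells for full effect; nearly all actives have a fitted effect of over 45% in size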
# HEK cytotox = cytotoxic compounds in HEK 293 cells; hit rate 6.6% among 94,000; HEK 293 viability, ATP luminescence (CellTiter-Glo), 48-72 h; Potency, µM (titrated, usually from 115 µM), for the others: at the top dose activity change, negative = cytotoxicity, actives largely listed as inhibitors; AID 1345083; further: potency means the concentration at half of the fitted maximal effect; nearly all actives have a fitted effect of over 60% in size
#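 250 HEK 293 cells/well; compound by pintool; incubated 48 or 72 hr at 37 degree Celsius; CellTiter-Glo added, 10 min RT, luminescence imaged.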
# NIH3T3 tox = cytotoxic compounds in NIH 3T3 cells; NIH 3T3 viability, CellTiter-Glo ATP luminescence, 48-72 h; Potency, µM (top dose mostly 96.7 µM), for inactives: at the highest dose activity change, negative = cytotoxicity, usual class: inhibitors; hit rate 4.3% among 94,000; further: potency means the concentration at half of the fitted maximal effect; nearly all actives have a fitted effect of over 55% in size
#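 First NIH 3T3 cells are plated at 400 cells/well; next compound is pinned in; then plates incubate 48 or 72 hr at 37 °C; finally CellTiter-Glo is added and luminescence read after 10 min.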
# GPT2 inhibitor = GPT2 alanine aminotransferase inhibition; Recombinant GPT2, coupled pyruvate oxidase/HRP Amplex Red fluorescence; Potency, µM (series often up to 57.7 µM), without a hit: top-dose activity change, negative = inhibition, hits mostly inhibitors; hit rate 0.25% among 100,000; further: potency means the concentration at half of the fitted maximal effect; nearly all actives have a fitted effect of over 60% in size; many of its hits are not listed in these tables
#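 Recombinant GPT2 (10ng/uL) with 250uM a-KG and 2mM L-alanine, 30 min at room temperature, in HEPES pH 7.5 buffer. Pyruvate detected by pyruvate oxidase/HRP/Amplex Red fluorescence after 30 min in the dark; AOA (50uM) as positive control.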
# FLuc inh = inhibitors of firefly (Photinus pyralis) luciferase; AID 1347043; purified P. pyralis luciferase, luminescence, biochemical; P08659; Potency, µM (doses to about 115 µM), inactives show at the highest dose activity change, negative = inhibition, usual class: inhibitors; hit rate 2.5% among 76,000; further: potency means the concentration at half of the fitted maximal effect; nearly all actives have a fitted effect of over 65% in size
# Target sequence (P08659 whole entry, looked up): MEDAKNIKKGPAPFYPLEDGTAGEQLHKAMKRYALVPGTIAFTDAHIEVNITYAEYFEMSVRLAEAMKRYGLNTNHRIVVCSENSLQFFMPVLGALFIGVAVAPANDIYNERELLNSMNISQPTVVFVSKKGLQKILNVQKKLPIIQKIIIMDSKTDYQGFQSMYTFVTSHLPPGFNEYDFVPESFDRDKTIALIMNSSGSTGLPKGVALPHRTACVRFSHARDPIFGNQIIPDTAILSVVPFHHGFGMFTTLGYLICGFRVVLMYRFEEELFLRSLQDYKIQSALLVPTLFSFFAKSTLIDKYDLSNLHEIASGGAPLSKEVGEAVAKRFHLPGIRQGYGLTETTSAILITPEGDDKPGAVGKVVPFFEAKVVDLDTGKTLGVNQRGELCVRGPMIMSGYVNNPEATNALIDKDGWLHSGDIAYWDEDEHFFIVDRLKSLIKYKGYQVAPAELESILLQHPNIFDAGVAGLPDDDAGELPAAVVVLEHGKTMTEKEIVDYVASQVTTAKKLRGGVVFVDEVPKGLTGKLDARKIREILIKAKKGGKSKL
#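 FLuc 10nM, D-luciferin 10uM, ATP 10uM, Mg acetate 10mM, Tris acetate pH 7.5, Tween/BSA; cpd qHTS; enzyme added last; CCD luminescence.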
# IP6K1 inhibitor = IP6K1 kinase inhibition; IP6K1 kinase, ADP-Glo luminescence, 2 h; active compounds read low; activity change, % (series mostly up to about 58 µM); hit rate 0.81% among 140,000; Q92551; in the data active means activity change below about -25%
# Target sequence (Q92551 whole entry, looked up): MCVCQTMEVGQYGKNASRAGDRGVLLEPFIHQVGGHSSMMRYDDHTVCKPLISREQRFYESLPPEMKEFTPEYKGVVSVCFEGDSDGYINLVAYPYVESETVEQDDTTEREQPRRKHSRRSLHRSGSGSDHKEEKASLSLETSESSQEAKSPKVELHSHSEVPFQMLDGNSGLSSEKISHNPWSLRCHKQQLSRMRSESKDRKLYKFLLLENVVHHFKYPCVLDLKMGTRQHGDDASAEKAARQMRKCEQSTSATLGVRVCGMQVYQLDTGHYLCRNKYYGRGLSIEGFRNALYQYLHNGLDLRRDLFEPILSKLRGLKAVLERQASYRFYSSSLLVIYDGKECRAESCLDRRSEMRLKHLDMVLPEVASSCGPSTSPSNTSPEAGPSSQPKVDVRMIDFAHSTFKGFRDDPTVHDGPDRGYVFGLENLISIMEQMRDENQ
#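 ADP-Glo luminescence measures ADP made by human IP6K1 during a 2 h RT reaction with ATP/IP6 (mix at 1.3 mM/130 uM); top library doses 57.5 and 19.1 uM final.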
# HEK293 viab = counter-screen for SNCA expression inhibitors: cell viability | HEK-293-SNCA-luc viability, GF-AFC fluorescence, 24 h | Potency, µM (highest dose often 57.1 µM), for the others: at the highest dose activity change, negative = cytotoxicity, most hits filed as cytotoxic | hit rate 0.12% among 150,000;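 further: potency means the concentration at half of the fitted maximal effect; 0% = DMSO-treated cells and -100% = medium-only wells without cells; nearly all actives have a fitted effect of over 30% in size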
#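 HEK-293-SNCA-luc cells (1500/well) plated 24 h, then exposed 24 h to a dilution series; GF-AFC added 30 min at 37C, fluorescence 405/540 nm; normalised to medium-only and DMSO wells, Hill fit.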
# * marks the source's active call; other numbers are inactive results; i = inactive; ? = inconclusive; . = no result given; [ ] = remark or other dose. Unless noted, the call rests on the fitted dose curve; in most records, active means well fitted curve in the direction sought with a large enough effect; inconclusive means small, poorly fitted or top-dose-only effect, or another doubt; inactive means no such curve, though single readings can be large; an effect the other way counts as inactive or inconclusive. Unless noted, on the % scale 0 is the no-effect control and ±100 the full control effect. This is a subset, so the mix of outcomes need not match the whole.
SMILES,SNCA expr inh,HEK cytotox,NIH3T3 tox,GPT2 inhibitor,FLuc inh,IP6K1 inhibitor,HEK293 viab
COc1ccc(C(=O)N2CCCC(n3cc(-c4nc(-c5ccccc5)no4)nn3)C2)cc1F (stereo not drawn),106%[activator],20µM*,?,i,?,7,6%
CCOC(=O)C1CCN(c2cc3c(cc2NC(=O)c2ccc(Cl)cc2)n(C)c(=O)n3C)CC1,19%,.,.,.,.,4,11%
CC(=O)N1C[C@@H]2CCCN3CCC[C@@H]([C@H]23)[C@H]1CCCC(=O)NCCN(C)C,36%[activator],-2%,-11%,2%,0%,4,9%
CN(C)C(=O)c1cc(-c2ccccc2F)cc2c1OCCN2Cc1cccnc1,?,?,-28%[138 µM],?,-1%[172 µM],-18,-13%[87.6 µM]
CCOC(=O)c1ccc(NC(=O)c2cn(-c3ccccc3)nc2-c2ccc(OC)c(OC)c2)cc1,1%,.,.,.,.,21,-15%
CCNC(=O)C1CCN(S(=O)(=O)c2ccc3c(c2)CCCN3C(C)=O)CC1,14%,.,.,.,.,-6,10%
CCN(c1ccccc1)S(=O)(=O)c1ccc(NC(=O)c2nc(SC)ncc2Cl)cc1,?,.,.,.,.,3,-3%
O=C(Cc1ccccc1)Nc1ccc([C@@H](O)[C@H]2COCC(=O)N2Cc2ccc(C(F)(F)F)cc2)cc1,4%,?,79µM*,-2%,0%,0,-21%
C[S+](=O)([O-])CCn1ncc2cc(OCc3cccc(-c4cccc(F)c4)c3)ccc21,8%[87.6 µM],?,?,-5%[88.5 µM],?,20,-20%[87.6 µM]
CN1C[C@H](NCc2cccc(Cl)c2)CCC[C@@H](C(=O)NC2CC2)CC1=O,-8%[87.6 µM],-5%[172 µM],-14%[174 µM],i,5%[172 µM],-16,-1%[87.6 µM]
O=C(NCc1ccccn1)c1ccc2nnc(Cc3ccc(Cl)cc3)n2c1,-15%,i,-21%,-3%,.,-6,-7%
COc1ccc(C(=O)N2CCn3c(nnc3-c3ccc(Cl)cc3)C2)cc1,-5%,-6%,?,i,.,2,-8%
CC(C)(C)c1ccc(C(=O)N2CCOCC(O)(CN3CCCC3)C2)cc1 (stereo not drawn),-14%,?,-24%,0%,-5%,4,2%
OC[C@@H]1CNC[C@H]1C1CCN(Cc2ccc(Br)cc2F)CC1,11%,?,?,-13%,7%,5,6%[12.5 µM]
COC1C(=O)N(C2CCN(S(=O)(=O)c3cccs3)CC2)C12CCOCC2 (stereo not drawn),-28%,0%,i,i,6%,-16,0%
CC[C@H]1CN(S(=O)(=O)c2ccccc2)CC[C@H]1CC(=O)NCCOC,18%[87.6 µM],-14%[172 µM],-27%[174 µM],i,-1%[172 µM],17,2%[87.6 µM]
COc1cccc(CNc2sc3c(c2C(=O)Nc2ccc(OC)cc2OC)CCC3)c1,-2%,.,.,.,.,-8,-6%
CN(Cc1ccc(OC(F)(F)F)cc1)Cc1cccn1C,-7%[87.6 µM],-14%[172 µM],-3%[138 µM],?,-3%[172 µM],16,1%[87.6 µM]
O=C1NCCCCCN(Cc2cccnc2)[C@@H]2CN(Cc3cccc(F)c3)CC[C@@H]12,5%,?,-16%,-6%,1%,2,-7%
CCOC(=O)c1c(NC(C)=O)c2c3c(sc2n1Cc1nc(-c2cccc(C)c2)oc1C)CCCC3,-1%,.,.,.,.,4,-2%
O=C1NCCCCCCN(Cc2ccncc2)[C@@H]2CN(Cc3cccnc3)CC[C@H]12,-19%,-28%,-28%,i,-9%,3,4%
CCCCNC(=O)CCC(=O)NNc1nc2ccccc2c2nc(C)nn12,15%,.,.,.,.,-1,-3%
O=c1n(-c2ccc(Cl)cc2)nc2n1CCN(Cc1ccccc1)C2,16%,?,8.9µM*,-11%,.,18,?
NC(=O)[C@@H]1C[C@H](Oc2cccnc2)CN1C(=O)CN1CCCCCC1,9%,-1%,-11%,-6%,5%,6,-4%
O=C1CCN(Cc2ccc(C(F)(F)F)cc2)CCCOCCN1,-3%,-16%,-18%,i,0%,-15,2%
COc1cccc(C(=O)N2C3CCCC2CC(=O)C3)c1,24%[87.6 µM],i,1%[138 µM],1%[88.5 µM],-4%[172 µM],8,-6%[87.6 µM]
O=C(NCCN1Cc2ccccc2OC(c2ccccc2F)C1)c1ccncc1 (stereo not drawn),-3%,-8%,-15%,3%,6%,0,-15%
Cc1ccc(CN2CCN(CC(=O)NCc3ccccc3Cl)C2=O)cc1,11%,.,.,.,.,-7,9%
CCc1ccc(N2CC(C)Cn3c2nc2c3c(=O)n(CC(=O)O)c(=O)n2C)cc1 (stereo not drawn),13%,.,.,.,.,2,-9%
CN(C(=O)c1ccc(Cl)nc1)C1CCCc2ccccc21 (stereo not drawn),10%[87.6 µM],?,?,-9%[88.5 µM],-3%[172 µM],-5,2%[87.6 µM]
CO[C@H]1C(=O)N(C2CCN(C(=O)c3cc(C)nn3C)CC2)[C@H]1c1ccncc1,20%,i,i,3%,-5%,14,17%
CC1(C)CC[C@]2(C(=O)O)[C@H](O)C[C@]3(C)C(=CCC4[C@@]5(C)CC[C@H](O[C@@H]6OC[C@@H](O)[C@H](O)[C@H]6O)[C@@](C)(C(=O)O)C5CC[C@]43C)[C@@H]2C1 (stereo partly drawn),.,.,.,2%[17.1 µM],.,3,-33%[23.9 µM]
O=C(O)c1ccc(-c2nnc3ccc(NC(=O)C4CCC4)cn23)cc1,149%[activator],19%,-21%,i,10µM*,-1,2%
CC(C)n1cnnc1CC1CCCN(S(=O)(=O)c2ccc(F)cc2)C1 (stereo not drawn),-11%,-5%,-11%,i,-5%,-4,-2%
Cc1oc2ccn(Cc3ccc(F)cc3)c(=O)c2c1C(=O)NC1CC1,7%,?,?,i,-1%,14,0%
Cc1cc(C)cc(CN2CCC3(Cc4ccccc4CNC3=O)C2)c1 (stereo not drawn),?,?,?,-10%,.,-10,-12%
CCOc1ccc(NC(=O)Cn2c(=O)n(Cc3ccc(C(=O)NCc4ccc(C)cc4)cc3)c(=O)c3ccccc32)cc1,7%,.,.,.,.,9,3%
O=C(Cn1ccn2nc(-c3ccccc3)c(CO)c2c1=O)N1CCC(Cc2ccccc2)CC1,-29%,?,?,i,5%,11,2%
O=C1NC2(Cc3ccccc31)CN(C(=O)c1ccccc1F)C2,8%,-4%,-11%,-20%,.,7,3%
Cn1cnc(C(=O)N2CCC3(CC2)CC(N(Cc2ccc(F)cc2)C2CC2)CCO3)c1 (stereo not drawn),-4%,-21%,-16%,3%,2%,-22,-7%

# Among those listed so far, these have a thiophene ring, fused or not:
SMILES,SNCA expr inh,HEK cytotox,NIH3T3 tox,GPT2 inhibitor,FLuc inh,IP6K1 inhibitor,HEK293 viab
COC1C(=O)N(C2CCN(S(=O)(=O)c3cccs3)CC2)C12CCOCC2 (stereo not drawn),-28%,0%,i,i,6%,-16,0%
COc1cccc(CNc2sc3c(c2C(=O)Nc2ccc(OC)cc2OC)CCC3)c1,-2%,.,.,.,.,-8,-6%
CCOC(=O)c1c(NC(C)=O)c2c3c(sc2n1Cc1nc(-c2cccc(C)c2)oc1C)CCCC3,-1%,.,.,.,.,4,-2%

# Reformatted: 2 of the compounds above
mol	SNCA expr inh	HEK cytotox	NIH3T3 tox	GPT2 inhibitor	FLuc inh	IP6K1 inhibitor	HEK293 viab
NC(=O)[C@@H]1C[C@H](Oc2cccnc2)CN1C(=O)CN1CCCCCC1	9%	-1%	-11%	-6%	5%	6	-4%
O=C1CCN(Cc2ccc(C(F)(F)F)cc2)CCCOCCN1	-3%	-16%	-18%	i	0%	-15	2%

# Further results follow:
SMILES,SNCA expr inh,HEK cytotox,NIH3T3 tox,GPT2 inhibitor,FLuc inh,IP6K1 inhibitor,HEK293 viab
COC(=O)CC(=O)CSc1nc2cc(C(=O)NCC(C)C)ccc2c(=O)n1CCc1ccccc1,-22%,.,.,.,.,13,-27%
CC(C)(C)OC(=O)N1CC(NCc2cccc3c2OCO3)C1,11%[87.6 µM],4%[172 µM],-1%[138 µM],i,.,-2,-4%[87.6 µM]
O=C1Nc2ccccc2O[C@H]2C[C@@H]1N(Cc1ccc(C(F)(F)F)cc1)C2,-16%[87.6 µM],71µM*,?,?,-4%[172 µM],-8,-16%[87.6 µM]
O=C(NC1CN(c2ccnc3ccnn23)C1)c1ccccc1F,8%,-24%,?,i,.,4,19%
O=C(Nc1ccc(Cl)cc1)N1CCC(N2CC3CCCN3C2=O)CC1 (stereo not drawn),37%[activator],?,?,-4%,-19%,25,3%
Cc1ccc(Cl)cc1NC(=O)c1ccc2nc(CCc3ccccc3)oc2c1,35%[activator],.,.,.,.,8,-10%
O=C(c1cccc(Cn2cccn2)c1)N1CC[C@H](CO)[C@H](O)C1,-28%,-6%,-13%,5%,-6%,8,-14%
CN(CC1CCOC1)S(=O)(=O)c1ccc2c(c1)CCCC2 (stereo not drawn),6%,-25%,-33%,i,-17%,3,?
O=C(Nc1nnc(S(=O)(=O)N2CCCCCC2)s1)c1cccc(Br)c1,10%,.,.,.,.,6,6%
O=C(O)c1ccc2c(c1)N(Cc1ccc(F)cc1)C(=O)c1ccccc1S2=O (stereo not drawn),?,.,.,.,.,-6,-8%
CC(C)CS(=O)(=O)Nc1ccc([C@H]2OCC(=O)N(C)[C@@H]2CO)cc1,-2%[87.6 µM],-8%[172 µM],-12%[138 µM],i,0%[172 µM],-8,4%[87.6 µM]
COc1ccccc1N1CCN(c2c(CN3CCCC3)c(=O)oc3ccccc23)CC1,-23%,.,.,.,.,-5,-4%
COc1ccc(N2CC(C(=O)N3CCC(C(=O)N4CCOCC4)C3)NC2=O)cc1 (stereo not drawn),6%,-6%,-12%,i,0%,-2,-5%
CCOc1ccc(NC(=O)CCC2CCCN(S(=O)(=O)c3ccc(F)cc3)C2)cc1 (stereo not drawn),-25%,?,-27%,i,.,22,-22%
COCCNc1nc2c(S(=O)(=O)c3ccccc3)nnn2c2ccccc12,-1%,i,i,5%,.,-14,1%
Cc1cccc(N2Cc3c(NCCCN4CCCCC4)ncnc3N(C)CC2=O)c1,-4%,-2%,4%,-1%,.,2,6%
COC[C@@H]1CN(S(=O)(=O)c2ccccc2C)C[C@H]1c1nc(C)no1,2%,i,-3%,i,0%,-3,1%
O=C(C1CCCN([S+](=O)([O-])c2cccs2)C1)N1CCC(N2CCOC2=O)CC1 (stereo not drawn),19%,-1%,-9%,i,.,16,-7%
COCCNC(=O)[C@H]1C[C@H](Oc2cccnc2)CN1C(=O)Cc1cccc(C)c1,4%,-6%,-5%,i,1%,23,5%
CC(=O)Nc1cc(-c2cn(C)c(=O)n3cc(CN4CC[S+](=O)([O-])CC4)nc23)ccn1,3%[87.6 µM],-17%[172 µM],100µM*,-2%[88.5 µM],-2%[172 µM],-13,-3%[87.6 µM]
CC1CCCN(c2ncnc3c2CN(C2CCNCC2)C(=O)CN3C)C1 (stereo not drawn),6%,-8%,-2%,i,.,-11,4%
Clc1cccc(-c2ccc(CNc3ncncn3)o2)c1,7%,32µM*,?,-22%[11.5 µM],?,11,-1%
O=C1CO[C@H]2CN(c3ncccn3)C[C@H]2N1Cc1ccncc1,6%[87.6 µM],i,i,i,8%[172 µM],-1,1%[87.6 µM]
